Bioassay records (PubChem BioAssay)
5-HT1A blocker – human 5-HT1a receptor antagonists, primary screen, cell-based, CHO, Ga15 NFAT-bla reporter; AID 612, 2007; 62,000 tested, 0.68% active; inhibition, % at 10 µM; CHO 5-HT1a Ga15 NFAT-bla reporter, antagonist mode;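 active = inhibition above the mean of all tested compounds plus 3 SD, cut at about 43% in these data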;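 also: receptor stimulated by 5-CT agonist at 100 nM near EC80; beta-lactamase reporter measured by ratiometric fluorescence of a cleavable substrate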
TNAP act DEA – human TNAP enzyme activators, primary screen, biochemical, luminescent, intermediate phosphate acceptor level; AID 813, 2007; purified TNAP, CDP-star luminescence, 100 mM DEA, 30 min; active compounds read high; scale: 0 levamisole-inhibited, 1 vehicle-only enzyme; activation factor at 20 µM; 64,000 tested, under 10 active; Alkaline phosphatase, tissue-nonspecific isozyme (Homo sapiens), P05186;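 active = activation factor of at least 2 at 20 µM, relative to controls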
MMP-13 inhibitor – human MMP13 inhibitors, primary screen, biochemical, FRET peptide cleavage; 65,000 tested, 0.07% active; MMP-13 fTHP FRET cleavage, Mca fluorescence; AID 570, 2006; inhibition, % at 4 µM;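 active = inhibition above the mean of compound-free control plate wells plus 3 SD, cut at about 14% in these data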;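 also: 0% = DMSO wells and 100% = wells with reference MMP-13 inhibitor after basal subtraction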
SF-1 act – activators of human SF-1, primary screen, cell-based, CHO-K1, Gal4-SF-1 LBD, luciferase luminescence | Steroidogenic factor 1 (Homo sapiens), Q13285 | CHO-K1 Gal4-SF-1 LBD luciferase reporter; % increase over DMSO SF-1-specific signal | activation, % at 10 µM | 65,000 tested, 1.9% active;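 active = activation above the mean activation of all tested compounds plus 3 SD, cut at about 50% in these data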
Target sequence (Q13285 whole entry, looked up, the tested form may be a part): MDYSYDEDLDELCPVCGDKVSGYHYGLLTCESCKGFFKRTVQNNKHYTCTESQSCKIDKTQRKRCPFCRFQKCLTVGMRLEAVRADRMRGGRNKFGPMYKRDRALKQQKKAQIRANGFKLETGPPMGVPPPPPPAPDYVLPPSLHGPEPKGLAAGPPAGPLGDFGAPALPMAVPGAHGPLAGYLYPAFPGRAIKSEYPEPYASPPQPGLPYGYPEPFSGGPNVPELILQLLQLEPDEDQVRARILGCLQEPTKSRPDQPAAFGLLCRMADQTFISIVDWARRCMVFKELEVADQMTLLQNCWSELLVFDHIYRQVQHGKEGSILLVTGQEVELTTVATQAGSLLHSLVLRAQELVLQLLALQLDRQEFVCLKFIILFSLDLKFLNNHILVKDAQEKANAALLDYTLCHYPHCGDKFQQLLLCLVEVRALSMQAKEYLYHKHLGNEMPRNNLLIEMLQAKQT
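Material: CHO-K1 cells with Gal4–hSF-1 LBD chimera plus Gal4-driven luciferase / Input: 4,000 CHO-K1 cells per well / Incubation: compound exposure 20 h at 37 °C / Signal: luminescence read 15 min after SteadyLite luciferase reagent, after room-temperature equilibration / Read-out: percent activation versus DMSO / Benchmarks: DMSO negative control and −SF1 background wells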
Autofluor 339 – intrinsic fluorescence of library compounds, ex339/em460 – biochemical, MLSMR library, data from DPM-DC assay, artefact control, profiling panel; compound autofluorescence, ex339/em460 nm, NADH buffer; active compounds read high; 1 = no-compound wells, NADH background; fluorescence fold increase at 10 µM; 65,000 tested, 5.5% active; AID 709, 2007;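 active = at 10 µM, mean starting fluorescence two-fold or more over control wells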;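 also: signal is the first read of a kinetic run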
HTR1A agonist – human 5-HT1a receptor agonists, primary screen, cell-based, CHO, Ga15 NFAT-bla reporter. 5-hydroxytryptamine receptor 1A (Homo sapiens), P08908. CHO 5-HT1a Ga15 NFAT-bla reporter, FRET ratio; 0% basal, 100% maximal reference agonist. activation, % at 10 µM. 65,000 tested, 0.56% active;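 active = activation above the screen-wide mean activation plus 3 SD, cut at about 19% in these data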;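 also: 0% = DMSO wells and 100% = 5-CT at EC100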
A340 absorber – compound light absorbance at 340 nm, profiling panel, artefact control, biochemical, MLSMR library, data from PS, PMK, MK assays; compound absorbance at 340 nm, fold over control; fold change at 10 µM; 65,000 tested, under 10 active;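 active = at 10 µM dose, initial 340 nm absorbance at least 2 fold that of control wells; inactive = change under 2 fold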;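 also: initial absorbance extrapolated from kinetic A340 decline of NADH oxidation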
NADH enzymes – inhibitors of PK/LDH coupling enzymes, profiling panel, artefact control, biochemical, MLSMR library. AID 774, 2007. 65,000 tested, 0.02% active. coupled PK/LDH NADH assays, four targets. IC50, µM (highest dose often 10 µM), for inactives: top-dose inhibition;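 active = single-dose screening hits from any of four coupled enzyme assays that gave an IC50 when retested across doses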;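 also: the DPM-DC format reads NADH fluorescence rather than 340 nm absorbance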
RORA act – activators of orphan receptor RORA, primary screen, cell-based, luminescence. activation, % at 10 µM. 65,000 tested, 1.5% active. AID 560, 2006. CHO-K1 Gal4-RORA LBD luciferase reporter; percent increase over mock-subtracted basal signal. Nuclear receptor ROR-alpha (Homo sapiens), P35398;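 active = activation above the mean of all tested compounds plus 3 SD, cut at about 49% in these data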;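 also: 0% = DMSO-treated RORA cells and 100% = added signal equal to DMSO minus mock-transfected cells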
Target sequence (P35398 whole entry, looked up, the tested form may be a part): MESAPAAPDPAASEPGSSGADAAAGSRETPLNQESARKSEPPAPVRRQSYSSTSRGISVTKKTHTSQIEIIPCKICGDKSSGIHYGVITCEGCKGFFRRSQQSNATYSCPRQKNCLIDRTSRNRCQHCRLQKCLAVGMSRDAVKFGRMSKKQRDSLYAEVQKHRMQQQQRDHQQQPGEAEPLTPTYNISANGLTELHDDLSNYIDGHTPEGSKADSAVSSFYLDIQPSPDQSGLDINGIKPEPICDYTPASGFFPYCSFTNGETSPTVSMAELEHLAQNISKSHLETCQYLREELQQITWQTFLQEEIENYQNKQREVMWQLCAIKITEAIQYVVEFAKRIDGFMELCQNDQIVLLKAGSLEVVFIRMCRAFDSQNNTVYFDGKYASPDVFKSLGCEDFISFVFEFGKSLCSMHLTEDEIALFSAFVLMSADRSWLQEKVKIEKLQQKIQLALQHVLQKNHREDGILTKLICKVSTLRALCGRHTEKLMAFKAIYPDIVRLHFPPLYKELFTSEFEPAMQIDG
Starred values were filed as active, the others as inactive; . = not tested or not shown; [ ] = another dose, or the depositor's remark. An unsorted share of the library, and some 8.9% of all compounds hit somewhere here.

molecule,5-HT1A blocker,MMP-13 inhibitor,Autofluor 339,A340 absorber,TNAP act DEA,SF-1 act,NADH enzymes,RORA act,HTR1A agonist
Cc1sc2nc(SCC(=O)N(C)C)[nH]c(=O)c2c1C,3,7,1.1,1,0.9,-1,4%,-3,0.2
CCN(CCO)C(=O)CC(c1ccccc1)c1cc(Br)ccc1O (configuration not stated),-8,-6,1.1,1,0.9,-6,1%,1,0.1
Cc1cc(S(=O)(=O)Nc2ccccc2C)ccc1F,4,4,1.1,1,1,-12,0%,-7,-1.5
Cn1c(CSCc2ccccc2Cl)nnc1SCC(=O)Nc1nccs1,-8,-3,1.1,1,0.9,11,3%,-14,-0.2
CNC(=O)CSc1nnc(-c2cccc(S(=O)(=O)N3CCOCC3)c2)n1-c1ccc(F)cc1,-7,2,0.98,1.1,1,-2,3%,-14,1.6
O=C(NCCc1ccccc1)C1CCN(S(=O)(=O)N2CCC3(CC2)OCCO3)CC1,3,0,1.1,0.97,0.9,-13,4%,13,-2.6
O=C(CCC(=O)N1CCCC1)Nc1nnc(C(F)(F)F)s1,1,-2,1.1,0.97,0.9,2,4%,-2,-6.2
CCCCOc1ccccc1NC(=O)c1ccc(=O)[nH]c1,-14,2,1.1,1,1,-16,7%,-31,9.3
CNCCC=C1c2ccccc2CCc2ccccc21,.,3,1,0.99,0.9,14,4%,13,0.0
COCc1nnc(NC(=O)c2ccco2)s1,-18,-1,1.1,1.1,1,7,2%,-15,0.0
NC(=O)c1nsnc1-c1ccccc1O,-8,-10,1,1,1,-4,2%,-2,-2.9
Cn1cccc1-c1nc2ccc(NC(=O)c3cccs3)cc2[nH]1,9,-2,1.1,1.2,0.9,-2,5%,26,-1.2
CCOC(=O)N1CCC(NS(=O)(=O)c2ccc3c(c2)oc(=O)n3C)CC1,2,0,1.1,1.1,0.9,-7,0%,15,-0.6
COc1ccccc1NC(=O)CCc1nc(-c2cccs2)no1,-2,0,1.1,1,0.9,-13,5%,-6,0.8
CCOC(=O)CSc1nnc(-c2ccoc2C)n1-c1ccc(OCC)cc1,0,-6,1,1,0.9,10,4%,-13,0.9
O=C(NCc1ccco1)Nc1ccc(Br)cc1,32,-3,1.1,1,0.9,2,8%,34,-0.3
O=C(CN1C(=O)CCS(=O)(=O)c2ccccc21)Nc1cccc(F)c1,-5,-6,1,1,0.9,10,1%,-13,-0.3
Cc1ccc(Cn2nnc3c(=O)[nH]c(C4CCN(S(=O)(=O)c5ccc(C)cc5)CC4)nc32)cc1,-18,1,1.1,1,0.9,-4,4%,-15,5.5
O=C(NCCSCc1ccco1)Nc1ccccc1,-2,1,1.1,1,0.9,6,9%,14,-4.4
CN1C(=O)N(C)C2(c3ccccc3)NC(=O)NC12c1ccccc1 (configuration not stated),5,5,1.1,1,0.9,4,9%,-5,-1.8
O=C1c2ccccc2C(=O)N1CCn1c(=O)oc2ccccc21,3,2,1.1,1,0.9,24,5%,18,-1.2
Cc1cc(C)c2cc(C#N)c(SCC(=O)NCc3ccco3)nc2c1,11,-5,1.5,1,1,-1,6%,-17,0.6
COc1ccccc1N1CCN(C(=O)c2sc3nc(-c4ccccc4)cn3c2C)CC1,0,-1,1.1,1,.,-6,4%,-10,0.2
O=C(CCCOc1ccc(Cl)cc1)N1CCCCC1,.,.,1.1,1,0.9,.,2%,.,.
Cc1ccc(C(C)C)cc1C(=O)CC1(O)C(=O)N(C)c2ccccc21 (configuration not stated),5,-2,1.1,1,1,-3,9%,1,-0.2
O=C(NC1CCCCC1)c1ccc(N2CCCC2=O)cc1,2,0,0.97,1,1,40,5%,29,-4.9
CCOc1ccccc1NC(=O)CN(c1ccc(OC)cc1)S(=O)(=O)c1c(C)noc1C,35,9,1,0.99,1,-11,7%,-16,-1.1
COc1ccc(-n2c(SCC#N)nnc2-c2cccnc2)cc1,1,3,1.1,0.98,1,28,4%,-2,0.0
COc1ccc(OCc2nnc3n2N=C(c2ccc(C)cc2)CS3)cc1,4,0,1.1,1.1,0.9,-12,1%,-1,-0.6
CC(C)OC(=O)C(CC(=O)O)NCc1ccccc1 (configuration not stated),.,7,1,0.98,0.9,-8,1%,-1,-0.1
COc1ccc(S(=O)(=O)Nc2c(C)n(C)n(-c3ccccc3)c2=O)cc1,6,3,1.1,1.1,0.9,-9,3%,-22,-1.7
CCN(CC)S(=O)(=O)c1ccc2[nH]cc(C(=O)NCCN3CCCCCC3)c(=O)c2c1,2,-5,2.9*,1.1,0.9,2,8%,8,-3.6
O=C1CC(=O)N(Cc2cccs2)C(=O)N1,-3,-4,1,0.99,0.9,-5,5%,-13,-1.6
CCn1c(=O)c2cc(S(=O)(=O)NC3CCCCC3)ccc2n(CC)c1=O,-15,3,1.1,1.1,0.9,6,3%,7,0.6
O=C(O)c1[nH]c2ccccc2c1NS(=O)(=O)Cc1ccccc1,12,-85[fluorescence artefact?],2.4*,1,0.8,20,6%,3,-2.1
Cn1c2c(c(=O)n(C)c1=O)CN(CCN1CCNCC1)CN2,6,0,0.91,0.8,0.9,-4,18%,-16,-2.0
CCOC(=O)N1CCC(NC(=O)C2CCCN(S(=O)(=O)c3cccnc3)C2)CC1 (configuration not stated),-1,-2,1.1,1,1,-6,3%,18,-3.2
CCN(CC)c1ccc2c(c1)oc(=O)c1c(Cl)cc(=O)oc12,-24,-27,1.7,1.1,1,17,9%,22,18
CC(C)c1ccc(NC(=O)CSc2nc3c(c(=O)[nH]2)CCC3)cc1,3,7,1.1,1,0.9,-8,0%,-2,-0.7
CCOCCCNC(=O)C1CCC(CNS(=O)(=O)c2ccc(F)cc2)CC1 (configuration not stated),10,2,1.1,1,0.9,2,3%,-10,1.2
CSCCC(N=Cc1c(O)n(-c2ccc(F)cc2)c(=O)[nH]c1=O)C(=O)O (configuration not stated),-12,-1,1.3,0.99,0.8,7,13%,-5,-5.2
Cc1cc(C)n(C(=O)CSc2nnc(SCC(=O)n3nc(C)cc3C)s2)n1,-8,3,1.1,1,0.9,-10,2%,15,1.9
O=C(CCCn1c(=O)c2ccccc2n(Cc2ccccc2)c1=O)NCc1ccco1,0,-2,1.1,1,1,18,5%,2,-1.4
COc1ccccc1OCCCn1c(C)c(C#N)c2ccccc21,14,3,1.1,0.97,0.9,-18,6%,-11,1.3
Cc1ccc2oc(=O)n(CC(=O)O)c2c1,-2,1,1,1.1,0.9,4,2%,28,-0.4
N#CC1=C(N)N(c2ccccc2)C(c2ccccc2)C1(C#N)C#N (configuration not stated),.,-83[fluorescence artefact?],1.8,1,0.9,-1,6%,-7,1.4
Cc1ccc(C(=O)CCNc2ccc(F)c(Cl)c2)o1,-4,4,1.1,1.1,0.9,2,1%,-1,-2.2
CCOC(=O)c1sc(C)c2c1NC1(CCCCC1)NC2=O,16,-66[fluorescence artefact?],3.9*,1.1,0.9,-2,13%[fluoresces],-1,0.6
CCN(CC)S(=O)(=O)c1ccc(-c2nnc(SCC(=O)c3ccc(OC)cc3)o2)cc1,-4,0,1.1,1,0.9,-3,7%,-5,-6.0
COc1cc(NC(=O)Nc2ccccc2OC)c(OC)cc1NC(=O)CN1CCCCC1,-1,5,1.1,1,0.8,-25,2%,1,1.2
CC1(C)Cc2ccccc2-c2n[nH]c(=S)n21,7,0,1.2,1,0.8,8,6%,-5,-3.6
CCN(CC)C(=O)C1CC(c2ccc(OC)cc2)=NO1 (configuration not stated),0,-2,1.1,1,1,33,1%,14,0.9
COC(=O)c1cc(NC2c3ccccc3C(=O)N2c2ccc(Cl)cn2)cc(C(=O)OC)c1 (configuration not stated),7,1,1.2,1.1,0.9,8,6%,1,2.0
Cc1cc2nc(-c3cccnc3SCC(=O)NCc3ccco3)[nH]c2cc1C,28,-56[fluorescence artefact?],3.7*,1.1,0.9,20,8%[fluoresces],-8,-3.3
O=C(Nc1nc2c(s1)CCCC2)Oc1ccccc1,-14,0,1,1,0.9,0,2%,-14,-2.4
Cc1ccccc1-n1c(C)nnc1SCc1nc2ccccc2s1,15,-1,1.1,1,0.9,55*,6%,58*,-2.0
COc1ccc(OC)c(NC(=O)CSc2nc3cccnc3n2C)c1,19,-7,1,0.99,1,-4,3%,6,-1.3
CCOC(=O)c1[nH]c2ccc(OCC)cc2c1NC(=O)CN1CCCC(C)C1 (configuration not stated),16,-90[fluorescence artefact?],3.9*,1.1,0.9,-8,5%[fluoresces],-13,-0.4
CCOC(=O)C1CCCN(CC(=O)Nc2c(F)c(F)c(F)c(F)c2F)C1 (configuration not stated),13,-1,1.1,1,1,-22,8%,-12,-2.3
Cc1ccc(C(=O)N2CCN(C3CCCCC3)CC2)s1,1,2,1.1,1,1,2,9%,-14,-2.2

Further structures.
molecule,5-HT1A blocker,MMP-13 inhibitor,Autofluor 339,A340 absorber,TNAP act DEA,SF-1 act,NADH enzymes,RORA act,HTR1A agonist
CCCCn1c(SCc2ccc(Cl)cc2)nc2c1c(=O)[nH]c(=O)n2C,-10,4,1,0.99,0.9,-8,3%,-23,-1.2
COCc1cc(C)nc(SCC(=O)NCc2ccco2)c1C#N,-1,-1,1.1,1,0.9,-6,4%,2,-2.6
O=C(O)C1CCCCC1C(=O)NCCc1ccc(Cl)cc1 (configuration not stated),-1,3,1.1,1,0.9,6,13%,-5,-4.3
CC1CN(Cc2nc3c(c(=O)[nH]c(=O)n3C)n2CCCc2ccccc2)CC(C)O1 (configuration not stated),-1,2,1.1,0.99,.,-6,2%,-1,-0.6
O=C(CCn1c(=O)c2sccc2n(CC(=O)NCc2ccco2)c1=O)NCc1ccccc1,4,-4,1,0.99,1,13,4%,2,-1.9
COc1ccc(Oc2ncnc3c2oc2ccc(Br)cc23)cc1,-6,-1,1.2,1,1,6,1%,12,-2.4
COc1ccc(S(=O)(=O)Nc2cc(OC)c(NC(=O)c3ccco3)cc2OC)cc1,-10,3,1.1,1.1,0.9,-9,8%,-10,2.9
C/C(Cl)=C\Cn1c(Nc2ccccc2)nc2c1c(=O)n(C)c(=O)n2C,33,-3,1.1,1,0.9,24,4%,27,-2.4
C1CCCN(CCCCN2CCCCCC2)CC1,.,-3,1,1,0.9,12,2%,-5,4.1
COC(=O)C1=C(N)Oc2cc(C)n(CC3CCCO3)c(=O)c2C1c1ccccc1 (configuration not stated),-8,1,1.1,0.99,0.9,16,6%,-6,-0.8
